# BoNT-A LC inh2: BoNT/A light chain protease inhibitors, primary screen, biochemical, flow cytometry, MLPCN library | Botulinum neurotoxin type A light chain protease (Clostridium botulinum A str. ATCC 3502) | AID 588499, 2011 | hit rate 0.17% among 360,000 | multiplex microsphere protease substrate cleavage | inhibition, % at 10 µM; also: plate controls were buffer without enzyme for full effect and enzyme alone for no effect
# Y pestis TopoI: Yersinia pestis topoisomerase I inhibitors, primary screen, biochemical, cleavage product accumulation, plate reader, single point | DNA topoisomerase I (Yersinia pestis CO92) | Y. pestis Topo-I cleavage product accumulation | activity, % at 10 µM | hit rate 0.064% among 360,000 | AID 504884, 2011; in the data active = activity above about 50%, passing the limit was not always enough; inconclusive = no clear call, values can overlap the other calls; also: inactives centre near 2
# FadD28 binding: inhibitors of FadD28 bisubstrate probe binding, primary screen, biochemical, fluorescence polarization, single point; hit rate 0.22% among 360,000; inhibition, % at 12.5 µM; Mycobacterium tuberculosis FadD28 fatty-acid-AMP ligase; in the data active = inhibition above about 8.5%, passing the limit was not always enough; inconclusive = no clear call, values can overlap the other calls
# TcdB inh: TcdB glycohydrolase inhibitors, primary screen, biochemical, single point, plate reader; inhibition, % at 9.99 µM; TcdB glycohydrolase enzymatic assay; AID 652162, 2013; hit rate 0.24% among 350,000; in the data active = inhibition above about 10%
# PrPC TRFRET: inhibitors of human cell surface prion protein PrPC, primary screen, cell-based, TR-FRET. TR-FRET read-out. inhibition, % at 13.8 µM. hit rate 0.43% among 370,000. AID 720596, 2013; in the data active = inhibition above about 24%; also: 0% = median of the test wells and 100% = reference compound wells
# PfHsp40 yeast: rescue of yeast from PfHsp40 toxicity, primary screen, S. cerevisiae, ATP luminescence | hit rate 0.68% among 340,000 | S. cerevisiae expressing PfHsp40, growth rescue | AID 504582, 2011 | growth rescue, % at 12.5 µM; in the data active = growth rescue above about 28%, passing the limit was not always enough; inconclusive = no clear call, values can overlap the other calls;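 also: yeast W303a lacking pdr1 and pdr3 grown in galactose medium; growth measured after three days at 30 °C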
# BoNT F protease: BoNT/F light chain protease inhibitors, primary screen, biochemical, flow cytometry, MLPCN library; Botulinum neurotoxin type F light chain protease (Clostridium botulinum); Multiplex microsphere protease cleavage assay; inhibition, % at 10 µM; hit rate 0.22% among 360,000; AID 588497, 2011; in the data active = inhibition above about 35%, passing the limit was not always enough; inconclusive = no clear call, values can overlap the other calls; also: plate controls were buffer without enzyme for full effect and enzyme alone for no effect
# CCHFV vOTU inh: CCHFV vOTU protease inhibitors, primary screen, biochemical, Pep-AMC substrate, fluorescence | Crimean-Congo hemorrhagic fever virus L polyprotein viral ovarian tumor (vOTU) protease … | inhibition, % at 11.5 µM | hit rate 0.55% among 370,000 | AID 651958, 2012; in the data active = inhibition above about 30%; also: 0% = vehicle wells with enzyme and 100% = no enzyme wells
# Anthrax LF prot: Bacillus anthracis LF protease inhibitors, primary screen, biochemical, multiplex microsphere, MLPCN library | multiplex microsphere protease cleavage assay | hit rate 0.12% among 360,000 | Lethal factor (Bacillus anthracis), P15917 | AID 588501, 2011 | inhibition, % at 10 µM; also: plate controls were buffer without enzyme for full effect and enzyme alone for no effect
# Target sequence (P15917 whole entry, looked up): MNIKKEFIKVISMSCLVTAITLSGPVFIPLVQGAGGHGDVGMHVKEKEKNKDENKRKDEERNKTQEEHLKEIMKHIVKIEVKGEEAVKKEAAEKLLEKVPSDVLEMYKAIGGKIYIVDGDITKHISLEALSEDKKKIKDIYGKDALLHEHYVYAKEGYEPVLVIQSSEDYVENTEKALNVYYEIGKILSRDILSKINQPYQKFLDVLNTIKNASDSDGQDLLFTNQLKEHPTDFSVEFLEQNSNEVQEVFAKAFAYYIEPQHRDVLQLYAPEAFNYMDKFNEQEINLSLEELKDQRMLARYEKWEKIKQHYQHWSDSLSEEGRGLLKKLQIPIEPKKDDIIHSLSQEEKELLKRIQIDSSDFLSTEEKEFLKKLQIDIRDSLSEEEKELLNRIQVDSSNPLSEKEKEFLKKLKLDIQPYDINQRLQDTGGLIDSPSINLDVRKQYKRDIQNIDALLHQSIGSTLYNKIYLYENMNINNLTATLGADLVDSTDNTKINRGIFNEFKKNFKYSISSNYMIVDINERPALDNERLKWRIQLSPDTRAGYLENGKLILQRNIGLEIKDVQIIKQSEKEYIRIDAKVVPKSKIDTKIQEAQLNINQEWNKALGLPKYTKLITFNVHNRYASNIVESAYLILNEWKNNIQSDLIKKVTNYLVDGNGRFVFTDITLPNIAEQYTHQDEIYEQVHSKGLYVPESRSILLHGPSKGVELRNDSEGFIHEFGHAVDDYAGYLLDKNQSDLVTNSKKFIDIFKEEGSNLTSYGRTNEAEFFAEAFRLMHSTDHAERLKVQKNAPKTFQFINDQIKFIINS
# * = called active by the depositor; ? = inconclusive; . = no result given. Rule as the data show it, unless noted: active = inhibition above about 30%; inconclusive = no clear call, values can overlap the other calls; inactive = below that.
# Value order – Anthrax LF prot, BoNT F protease, Y pestis TopoI, BoNT-A LC inh2, PfHsp40 yeast, FadD28 binding, PrPC TRFRET, TcdB inh, CCHFV vOTU inh
CCOc1ccccc1C(C(=O)NC1CCCC1)N(C(=O)c1csnn1)C1CC1 (stereo not drawn)
    1, -3, -9, -1.9, -0.2, -1.1, 4, -2.2, -5
O=C(CCSc1nnc(-c2ccncc2)o1)Nc1ccc(F)cc1
    6, 4, 2, 1.4, ?, -2.2, -1, ., -16
O=C1C2CC=CCC2C(=O)N1Cc1nnc(-c2ccccc2Br)o1 (stereo not drawn)
    -5, 4, 2, -0.4, -1.1, -4.9, 5, 0.8, 5
CCn1c(CNc2ccc(Cl)cc2)nnc1SCc1ccc(C)cc1
    -6, -6, 29, 0.2, ?, -5.0, 4, ., 12
CC(=O)c1cccc(NC(=O)NCc2ccccn2)c1
    -4, -2, -2, -0.1, -0.2, -1.9, ., -0.3, .
CCCCOc1ccc(C(=O)NCC(=O)NC2CCN(Cc3ccccc3)CC2)cc1
    -3, -7, 4, -2.7, -0.9, -2.2, 0, 0.0, -5
CC(C)CCOc1ccccc1C(N)=O
    -2, 4, 4, -0.5, -1.7, -1.0, -5, 1.5, -7
OCCN1CCN(C2Cc3cc(Cl)ccc3Sc3ccc(Cl)cc32)CC1 (stereo not drawn) (tested in a mixture with another compound)
    -1, -33, 10, -1.3, 0.6, -5.3, ., ., .
COc1ccccc1C(=O)NCC(=O)OC(C)C(=O)NC(=O)NC1CCCCC1 (stereo not drawn)
    2, 3, 21, 0.3, 0.6, -1.2, 4, ., 3
CCCS(=O)(=O)c1nnnn1-c1cccc(OC)c1
    -1, 0, 6, 0.9, 408*, -2.4, ., ., .
Clc1ccc(C[n+]2cc(-c3ccccc3)n3c2CCCCC3)c(Cl)c1
    -5, -5, 12, -0.2, -2.0, -4.2, 14, 2.6, -10
Cc1ccc(OCC(=O)Nn2c(C)nc3ccccc3c2=O)c(C(C)C)c1
    -4, -12, -1, -1.3, 4.0, -2.5, 3, 1.6, -13
COc1ccc(CC(=O)N(C)CC(=O)Nc2c(C)cccc2C)cc1S(=O)(=O)N1CCOCC1
    -9, -4, -4, -1.0, -1.0, -0.9, 4, 2.9, -4
O=C(Cn1nnc(-c2ccccc2)n1)c1ccccc1
    2, -1, 2, -0.1, -0.7, -1.3, -5, 0.6, 10
CC(C)Oc1ccc(CCC(=O)NNC(=S)NCc2ccccc2)cc1
    2, 1, 3, -0.6, -0.8, -2.3, -4, 0.7, -1
CCC1(c2ccccc2)NC(=O)N(CC(=O)Nc2ccccc2N2CCCCC2)C1=O (stereo not drawn)
    -3, 2, 34, 0.0, -0.4, -5.1, 12, 0.6, 19
Cc1ccc(CN(CC(=O)NC2CCCC2)C(=O)c2csnn2)cc1
    10, -11, 2, -2.3, 0.4, -1.6, -5, -1.1, 13
CC1CCc2[nH]c3ccc(C(=O)NCC4CCCO4)cc3c2C1 (stereo not drawn)
    0, -6, -8, -1.4, 0.0, 1.4, -1, -1.1, -2
C/C(Cn1cnc([N+](=O)[O-])n1)=N\NC(=O)c1ccccc1
    -3, -6, 12, -0.9, -0.3, -4.3, -4, ., 1
CN(C)c1ccc(-c2nc3ccccc3c(=O)[nH]2)cc1
    -2, -1, 9, 0.6, -1.2, -1.8, 0, -0.3, 19

# 3 entries from above, ordered by formula weight, falling:
# Value order – Anthrax LF prot, BoNT F protease, Y pestis TopoI, BoNT-A LC inh2, PfHsp40 yeast, FadD28 binding, PrPC TRFRET, TcdB inh, CCHFV vOTU inh
OCCN1CCN(C2Cc3cc(Cl)ccc3Sc3ccc(Cl)cc32)CC1 (stereo not drawn) (tested in a mixture with another compound)
    -1, -33, 10, -1.3, 0.6, -5.3, ., ., .
CC(=O)c1cccc(NC(=O)NCc2ccccn2)c1
    -4, -2, -2, -0.1, -0.2, -1.9, ., -0.3, .
O=C(Cn1nnc(-c2ccccc2)n1)c1ccccc1
    2, -1, 2, -0.1, -0.7, -1.3, -5, 0.6, 10

# Complete entries as entered above:
# Cc1ccc(OCC(=O)Nn2c(C)nc3ccccc3c2=O)c(C(C)C)c1 is listed as Anthrax LF prot = -4; BoNT F protease = -12; Y pestis TopoI = -1; BoNT-A LC inh2 = -1.3; PfHsp40 yeast = 4.0; FadD28 binding = -2.5; PrPC TRFRET = 3; TcdB inh = 1.6; CCHFV vOTU inh = -13
# CCC1(c2ccccc2)NC(=O)N(CC(=O)Nc2ccccc2N2CCCCC2)C1=O (stereo not drawn) is listed as Anthrax LF prot = -3; BoNT F protease = 2; Y pestis TopoI = 34; BoNT-A LC inh2 = 0.0; PfHsp40 yeast = -0.4; FadD28 binding = -5.1; PrPC TRFRET = 12; TcdB inh = 0.6; CCHFV vOTU inh = 19
# CC(=O)c1cccc(NC(=O)NCc2ccccn2)c1 is listed as Anthrax LF prot = -4; BoNT F protease = -2; Y pestis TopoI = -2; BoNT-A LC inh2 = -0.1; PfHsp40 yeast = -0.2; FadD28 binding = -1.9; PrPC TRFRET = .; TcdB inh = -0.3; CCHFV vOTU inh = .

# Next section:
# Value order – Anthrax LF prot, BoNT F protease, Y pestis TopoI, BoNT-A LC inh2, PfHsp40 yeast, FadD28 binding, PrPC TRFRET, TcdB inh, CCHFV vOTU inh
Cc1cccc(NC(=O)c2sc3nc(-c4ccccc4)cn3c2C)n1
    5, 2, 10, 2.0, 1.6, -4.9, -1, 1.8, 5
CN(CCCN1CCOCC1)C(=O)c1ccc2nc(Cc3cccc(Cl)c3)oc2c1
    ., ., 16, ., -1.6, -1.0, -1, 1.2, -2
CCN1C(C(=O)Nc2cc(C)on2)=C(O)c2ccccc2S1(=O)=O
    -6, 2, 5, -0.9, -1.9, 1.8, 0, 1.9, -3
Cn1c(CCNC(=O)c2ccco2)nc2ccccc21
    -1, 2, 0, 2.5, -1.3, 0.7, 5, 2.7, -14
COc1ccc(CN2CCN(C(=O)c3ccc(-c4ccccc4)cc3)CC2)c(OC)c1OC
    5, 0, 4, 0.7, -0.7, -4.3, 5, 0.7, 2
COc1ccc(C)cc1NS(=O)(=O)c1ccc2c(c1)N(C(C)=O)CCO2
    -5, -4, -3, 0.6, 1.1, -2.4, 3, -1.3, 11
Cc1ccc2nc(SCC(=O)Nc3ccc4c(c3)CCC4)[nH]c2c1
    2, -4, -2, -0.3, -0.5, 0.1, 5, ., 13
Cc1ccc(NC(=O)NC(=O)CSc2nnc(-c3ccc(OC(F)F)cc3)n2N)c(C)c1
    -4, -13, 12, 0.6, 0.2, -3.8, 6, ., 16
Nc1nc(=S)c2ncn(C3OC(CO)CC3O)c2[nH]1 (stereo not drawn)
    4, -1, -1, 0.4, -0.5, -4.5, -8, 0.1, 7
COc1cc(C2C(C#N)=C(N)OC3=C2C(=O)CC(C)(C)C3)cc2c1OCO2 (stereo not drawn)
    -6, -3, -5, 0.5, -0.8, -1.4, -2, -0.4, -11
COc1ccc(OCC(O)CN2CCNCC2)cc1 (stereo not drawn)
    5, ?, 1, 0.6, -0.4, -0.1, 3, 0.0, -5
C[C@]12C=CC(=O)C=C1CC[C@@H]1[C@@H]2C(=O)C[C@@]2(C)[C@H]1CC[C@]2(O)C(=O)COC(=O)CCC(=O)O
    -3, 10, 4, -0.6, -1.1, -0.2, 4, 0.6, -11
NS(=O)(=O)c1ccc(NC(=O)c2ccc3c(c2)CCCC3)cc1
    -2, 0, 4, -0.9, -0.9, -1.7, 2, 0.2, 12
O=C(NCCc1ccccc1)C(=O)NCC1OCCN1S(=O)(=O)c1ccc([N+](=O)[O-])cc1 (stereo not drawn)
    -3, -3, 9, 0.4, -1.4, -4.0, -39, -0.3, 2
Cc1ccc(NC(=O)COC(=O)c2ccc3c(c2)C(=O)N(CCc2ccccc2)C3=O)c(C)c1
    0, 0, 1, 0.3, 0.4, -0.8, -2, ., -3
COC(=O)c1ccc(NC(=O)c2cccc(N3C(=O)C4C5C=CC(C6CC56)C4C3=O)c2)cc1 (stereo not drawn)
    0, -9, -1, 0.8, 0.1, -0.8, 4, 0.5, -3
CCC(C(=O)OCC(=O)Nc1ccc(C(N)=O)cc1)c1ccccc1 (stereo not drawn)
    -2, 0, -3, -1.0, -1.4, -1.9, 3, 1.3, 3
CC(NC(=O)c1ccc(Cl)cc1)C1CC2CCC1C2 (stereo not drawn)
    -19, ?, 1, -3.0, 3.8, 0.1, 1, 0.5, 5
CS(=O)(=O)N(CC(=O)Nc1ccccc1-c1ccccc1)c1cccc(F)c1
    -3, -7, 23, -0.4, -0.9, -3.5, 5, 1.6, -5
CC1(C(=O)NCc2ccc3c(c2)OCO3)CCN1C(=O)C1(c2ccc(Cl)cc2)CC1 (stereo not drawn)
    -4, -3, ?, -0.3, ., -0.7, -2, 1.0, -1
Cc1ccc(C(=O)NCCc2sc(C)nc2C)cc1
    2, 7, -3, 4.2, -0.4, 0.1, -7, ., -10
O=S(=O)(c1ccc(Cl)cc1)N1CCN(C2CCCCCC2)CC1
    -1, 5, 2, 0.2, 0.7, -0.9, 6, ., 7
O=C(/C=C/c1ccc[nH]1)c1ccccc1
    7, -9, 5, 0.5, 1.4, 0.5, 1, -1.7, 11
O=C(CCc1nc2ccccc2[nH]1)NC1CCCCC1
    6, 0, -6, -1.3, 0.7, -1.4, -3, 0.1, -1
COCCN(C(=O)COC(=O)c1oc2ccc(OC)cc2c1C)c1c(N)n(Cc2ccccc2)c(=O)[nH]c1=O
    0, 7, 25, -1.7, 0.3, -1.4, -3, 0.3, 0
CCOc1ccc(NC(=O)c2ccc(NC(=O)C3CCCO3)cc2)cc1 (stereo not drawn)
    0, -3, 4, -1.3, -0.6, 0.0, 3, 1.1, 14
CC(=O)Nc1nc2cc([N+](=O)[O-])ccc2s1
    -3, -2, 0, 0.0, 3.2, -1.6, -9, -0.9, -9
CCn1c(=O)cc(OCC(=O)N2CCN(Cc3ccc4c(c3)OCO4)CC2)c2ccccc21
    -3, 10, 22, 2.4, 0.9, -0.8, -5, ., -6
COc1ccc(NC(=O)c2csc(Cc3ccc(Cl)cc3)n2)cc1
    0, -5, 8, -0.2, -0.1, -1.5, -2, 1.5, 3
CS(=O)(=O)N(CC(=O)N1CCc2ccccc2C1)c1cccc(Br)c1
    ., ., 9, ., 0.5, -3.0, 3, 1.6, -1
O=C(Nc1ccc(F)c(Cl)c1)c1cc(C2CCCN(C(=O)CCc3ccccc3)C2)on1 (stereo not drawn)
    -2, -2, 43, -0.1, ., -1.5, 13, 1.4, 1
Cc1cc(C)c(C2=Nn3c(C)nnc3SC2C)cc1C (stereo not drawn)
    19, 2, 7, -0.4, -0.2, -3.1, 12, -5.6, 13
COc1ccc(N2CC(C(=O)N/N=C/c3ccccc3)CC2=O)cc1 (stereo not drawn)
    -4, -12, -2, -2.1, 0.5, -1.0, -2, -1.0, -13
COc1ccc(NC(=O)C2CC(=O)N(c3cc(C)ccc3C)C2)cc1 (stereo not drawn)
    -4, -10, -2, -0.3, -1.2, -2.7, -7, ., 1
CCOc1ccc(N2C(=O)CC(Sc3nc(O)c(CC)c(=O)[nH]3)C2=O)cc1 (stereo not drawn)
    -5, -7, -3, -0.2, ., -0.3, -3, -0.6, -10
Cc1cccc(NC(=O)CN2NS(=O)(=O)c3ccccc3C2=O)c1
    -6, -13, -1, -0.6, 0.5, -1.4, 0, ., 7
CCOc1ccc(CCNC(=O)Cn2ncn3nc(-c4ccc(OC)cc4)cc3c2=O)cc1OCC
    -3, 10, 5, 1.9, -0.3, -4.5, 3, 0.9, 7
Cc1cc(C)c(NC(=O)CN(C)C(=O)CCC(=O)c2ccc(C)s2)c(C)c1
    -4, -5, 7, 1.7, 0.3, 1.5, -9, 0.1, 21
COc1ccc(C)cc1NC(=O)CN(c1ccc(C)cc1)S(C)(=O)=O
    -2, -6, 15, -0.2, 0.2, -0.3, 1, 0.8, 5

# Source: PubChem
